Source: PubChem BioAssay
Dyrk1A ADPGlo: blocks rat Dyrk1A kinase activity. actives 0.43% (n = 310,000). ADP-Glo luminescence, NFATc1 peptide. inhibition, % at 12.5 µM. AID 504441. Q63470; in the data active = inhibition above about 50%;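 also: plate controls were vehicle with enzyme for no effect and no enzyme for full effect; many of its hits are not listed in these tables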
IEC-6 cytotox: kills IEC-6 intestinal cells in KLF5 counter-screen | IEC-6 cytotoxicity, luminescence viability | inhibition, % at 5 µM | actives 0.78% (n = 290,000) | AID 1825; in the data active = inhibition above about 22%;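 also: 0% = plate median of test compound wells and 100% = cytotoxic reference compound wells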
GSK3beta inhib: human GSK3beta kinase inhibition. P49841. GST-GSK3beta kinase, ADP-Glo luminescence, 60 min; active compounds read low. activity score (negative = inhibition), % at 10 µM. actives 0.038% (n = 300,000);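 active = more than half of replicate wells score below -50%, meaning over 50% inhibition versus plate controls; inconclusive = some replicates but at most half score below -50%; inactive = no replicate scores below -50%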;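 also: 0% = median DMSO wells and -100% = median GW8510 positive control wells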
Target sequence (P49841 whole entry, looked up): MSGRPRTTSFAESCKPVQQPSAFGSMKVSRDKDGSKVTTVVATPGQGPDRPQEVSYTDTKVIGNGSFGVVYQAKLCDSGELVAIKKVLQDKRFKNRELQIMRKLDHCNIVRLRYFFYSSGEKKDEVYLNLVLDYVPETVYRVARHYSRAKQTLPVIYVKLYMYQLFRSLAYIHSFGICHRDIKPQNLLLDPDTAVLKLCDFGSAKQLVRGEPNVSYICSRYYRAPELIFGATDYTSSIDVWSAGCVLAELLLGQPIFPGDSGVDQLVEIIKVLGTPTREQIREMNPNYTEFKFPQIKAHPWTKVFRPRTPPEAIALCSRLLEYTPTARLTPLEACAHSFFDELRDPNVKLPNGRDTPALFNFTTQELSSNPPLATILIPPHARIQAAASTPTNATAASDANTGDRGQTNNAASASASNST
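Test system: GST-tagged human GSK3beta kinase, cell-free; evaluation: activity score scaled between in-plate DMSO and GW8510 controls; measured by: ADP-Glo luminescence; incubation: 60 min reaction, RT; benchmarks: DMSO and 20 µM GW8510; reagent: peptide substrate plus 25 µM ATP (final); medium: Tris/MgCl2 kinase buffer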
HSF-1 act: increases HSF-1 driven luciferase reporter signal | NIH3T3-HGL HSF-1 luciferase reporter, MG132, 8 h; 100% = twice DMSO control signal | activation, % at 9 µM | actives 1.7% (n = 300,000);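 active = mean replicate activation of at least 50% with a set share of replicates each reaching 50%; inconclusive = only one of those two conditions met; inactive = mean below 50% and too few replicates reaching it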;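 also: 0% = median of the neutral control wells and 100% = twice that signal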
aSyn UTR inh: MLPCN primary screen, SNCA 5' untranslated region | alpha-synuclein 5'UTR reporter, inhibitor activity | inhibition, % (tested at 7.5 µM) | actives 0.82% (n = 300,000) | AID 1813; in the data active = inhibition above about 60%; inconclusive = no clear call, values can overlap the other calls;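 also: H4 neuroglioblastoma cells stably carrying SNCA 5'UTR luciferase fusion; 0% = DMSO wells and 100% = positive control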
HSP90 refold inh: blocks HSP90-mediated luciferase refolding in reticulocyte lysate | actives 0.91% (n = 290,000) | Rabbit reticulocyte lysate, luciferase refolding luminescence, 3 h | inhibition, % at 5.6 µM;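 active = inhibition above the screen-wide mean plus 3 SD, computed separately per campaign, cut at about 16% in these data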;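 also: 0% = DMSO wells and 100% = 60 µM geldanamycin wells; inhibitors lower the luminescence because luciferase stays unfolded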
HSF1 inhib: HSF1 inhibition; activity change, negative = inhibition, % at 7.5 µM (by protocol); actives 0.77% (n = 300,000); NIH3T3-HGL HSE-luciferase, MG132-induced, luminescence 8 h; active compounds read low;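 active = more than half of replicate wells show activity change below -50%, luminescence cut by over half; inconclusive = some wells, but at most half, below -50%; inactive = no replicate well below -50%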;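 also: luciferase reports HSF-1 transcriptional activity via heat shock element; 0% = median of DMSO wells and -100% = zero luminescence signal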
GSK3 alpha inh: blocks human GSK-3 alpha kinase; P49840; ADP-Glo luminescence, 60 min; inhibition, % at 10 µM; actives 0.1% (n = 320,000); AID 2650;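 in the data active = inhibition above about 50%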;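 also: GST-tagged GSK-3 alpha with peptide substrate and 25 µM ATP; 0% = DMSO neutral wells and 100% = GW8510 positive control wells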
Target sequence (P49840 whole entry, looked up): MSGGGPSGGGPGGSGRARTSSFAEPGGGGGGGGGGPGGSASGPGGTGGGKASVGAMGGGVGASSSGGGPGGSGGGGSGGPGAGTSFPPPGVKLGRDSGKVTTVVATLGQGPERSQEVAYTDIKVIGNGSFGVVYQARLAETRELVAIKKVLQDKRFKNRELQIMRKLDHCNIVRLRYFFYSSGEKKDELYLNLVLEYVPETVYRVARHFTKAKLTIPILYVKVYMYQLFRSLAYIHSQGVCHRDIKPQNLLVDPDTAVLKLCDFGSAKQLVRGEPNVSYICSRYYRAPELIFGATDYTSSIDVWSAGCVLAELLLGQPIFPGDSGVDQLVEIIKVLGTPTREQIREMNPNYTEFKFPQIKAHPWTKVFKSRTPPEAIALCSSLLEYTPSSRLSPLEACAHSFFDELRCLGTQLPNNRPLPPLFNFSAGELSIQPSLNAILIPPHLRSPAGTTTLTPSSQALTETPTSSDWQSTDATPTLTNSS
Platelet DG rel: platelet dense granule release activity. human platelet-rich plasma, SFLLRN dense granule ATP release, luminescence. inhibition, %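 (compounds screened at 7.5 µM in platelet-rich plasma)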. actives 0.22% (n = 300,000). AID 1663;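 active = mean replicate score, as percent of positive control, at or above 50; inconclusive = mean below 50 but at least one replicate at or above 50; inactive = mean and every replicate below 50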
KLF5 inhibitor: kruppel-like factor 5 inhibition. DLD-1 KLF5 promoter-luciferase reporter, luminescence. actives 0.23% (n = 290,000). inhibition, % at 5 µM;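 active = inhibition above a per-plate limit of that plate's mean compound inhibition plus 3 SD, cut at about 60% in these data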;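 also: 0% = DMSO wells and 100% = LY294002 at 200 µM; higher means less KLF5 promoter-driven luciferase light; inactives centre near -14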
Starred values were filed as active, the others as inactive; ? = inconclusive; / = no result given. An excerpt. The share of hits here may be higher or lower than overall.

SMILES	Dyrk1A ADPGlo	IEC-6 cytotox	GSK3beta inhib	HSF-1 act	aSyn UTR inh	HSP90 refold inh	HSF1 inhib	GSK3 alpha inh	Platelet DG rel	KLF5 inhibitor
O=C(CCn1nnc2ccccc21)N1CCC(O)(c2cccc(F)c2)CC1	4.6	2.3	0.8	-2.0	15.2	1.8	-1.5	-2.5	/	-22.2
CCOC(=O)/C(C#N)=C1\CCCN1CC(N)=S	1.5	6.6	0.9	-3.5	-5.3	-9.0	-0.2	-1.8	1.3	-19.2
O=S1(=O)CC(O)C(N=Nc2c(O)n(Cc3ccccc3)c3ccccc23)C1 (stereo unspecified)	-3.7	0.7	-1.8	-6.8	7.3	1.8	1.2	-1.2	-23.7	17.0
O=C(CN(C(=O)CCC(=O)Nc1nccs1)c1cccc(F)c1)NCc1ccccc1	-1.9	2.7	-3.7	8.6	3.0	5.6	-1.2	1.9	1.7	-1.9
CCCCNCCCOc1cccc(Cl)c1Cl	1.8	-0.2	-3.9	-10.8	8.3	0.6	-17.0	-1.3	0.3	8.2
CCOc1cc(C(=O)O/N=C(\N)c2ccc([N+](=O)[O-])cc2)cc(OCC)c1OCC	4.1	0.6	0.5	8.1	28.9	2.7	1.1	0.2	-0.1	6.5
COc1ccc(OC)c(C2/C(=C(/O)c3ccccc3)C(=O)C(=O)N2Cc2ccco2)c1 (stereo unspecified)	-3.1	-2.5	-1.5	2.5	-10.6	5.5	0.3	-2.3	-1.4	3.6
O=C(O)c1cccc2c1C(=O)N(Cc1ccncc1)C2	-2.1	-1.1	-2.5	-26.8	3.8	-0.6	-4.8	11.4	1.3	3.0
Cn1nc(C(F)(F)F)c2cc(C(=O)NC3CC3)sc21	3.2	-2.1	0.5	1.7	16.7	-1.9	-2.0	1.2	0.4	-6.2
COc1ccc(/C(O)=C/C(=O)C(=O)Nc2c(C)n(C)n(-c3ccccc3)c2=O)cc1	1.5	-1.5	-1.9	36.3	-53.0	5.8	12.9	11.5	3.3	-19.2
COC(=O)CCNC(=O)c1ccc2nc(Cc3ccc(OC)cc3)oc2c1	1.0	0.9	-1.7	-60.5	-9.8	7.9	-48.2	-1.6	-4.2	-12.5
Cc1ccc(P(=O)(CC(=O)O)c2ccc(C)cc2)cc1	0.4	0.8	-5.4	-0.1	19.8	-3.1	0.4	-1.3	-0.7	1.8
NS(=O)(=O)c1ccc(CNC(=O)c2cccc(Oc3ccccc3)c2)cc1	-0.2	4.4	2.8	-7.3	-8.0	7.0	-1.7	-4.6	2.2	8.7
CC1(C)NC(=O)N(CC(O)CN(c2ccccc2)S(=O)(=O)c2ccc([N+](=O)[O-])cc2)C1=O (stereo unspecified)	-3.1	-2.0	-2.5	-60.2	6.8	4.1	?	0.7	-7.1	-52.6
O=C(C1CCC(Cn2c(=S)[nH]c3ccccc3c2=O)CC1)N1CCOCC1 (stereo unspecified)	1.3	-8.3	2.2	33.4	4.8	-0.4	7.8	0.0	-0.2	-19.4
c1coc(Cn2nnnc2CN2CCN(C3CCCCC3)CC2)c1	17.4	-2.6	1.5	6.5	-20.9	3.4	-5.3	-1.0	-0.9	-35.4
CC(C)N(C(=O)Cn1c(Cl)nc2ccccc21)C(C)C	/	1.6	-1.6	2.7	-1.1	3.0	-5.6	-9.3	-5.0	3.4
COc1ccc(NC(=O)CS(=O)CC(=O)N2CCN(C3CCCC3)CC2)cc1 (stereo unspecified)	-3.5	-4.2	-0.1	20.2	-16.4	-4.2	-7.8	17.5	9.5	-2.0
CC1=[N+]([O-])C(C)(C)C(c2ccc(Br)cc2)=[N+]1[O-]	/	-0.7	0.8	2.9	-5.7	2.9	0.7	-2.7	22.3	-9.1
O=C(CSCc1ccc([N+](=O)[O-])cc1)NCCSCc1ccccc1	13.4	-3.8	-1.9	26.9	15.0	2.7	-2.8	/	-1.4	-2.2
Cc1cc[n+](-c2[nH]c(=O)sc2/C=N/NC(=O)c2ccccc2[O-])cc1C	-6.0	3.8	0.7	14.5	2.1	3.9	2.6	-0.7	4.4	18.4
O=C(c1c(F)cccc1F)N1CCC(O)(c2cccnc2)CC1	3.4	1.8	-9.2	-6.5	-7.3	-2.4	-3.2	-1.7	-3.0	-0.7
COc1cc(OC)cc(C(=O)NN(CCC#N)C2=NS(=O)(=O)c3ccccc32)c1	-3.7	3.2	-2.3	-6.7	14.2	0.8	0.7	-2.3	0.7	-8.2
COCCN(Cc1ccccc1)C(=S)Nc1ccc(Cl)cc1	0.0	-3.8	-1.7	-63.4	?	-2.0	-54.2*	-0.7	-2.3	-35.5
O=C(Cn1ncc2c3ccccc3n(Cc3ccccc3F)c2c1=O)NCCN1CCOCC1	-0.5	-6.6	0.2	-8.9	-2.7	-7.5	2.0	-0.2	-8.1	-18.2

Some of the entries so far, in markdown.
| structure | Dyrk1A ADPGlo | IEC-6 cytotox | GSK3beta inhib | HSF-1 act | aSyn UTR inh | HSP90 refold inh | HSF1 inhib | GSK3 alpha inh | Platelet DG rel | KLF5 inhibitor |
| --- | --- | --- | --- | --- | --- | --- | --- | --- | --- | --- |
| O=C(O)c1cccc2c1C(=O)N(Cc1ccncc1)C2 | -2.1 | -1.1 | -2.5 | -26.8 | 3.8 | -0.6 | -4.8 | 11.4 | 1.3 | 3.0 |
| Cn1nc(C(F)(F)F)c2cc(C(=O)NC3CC3)sc21 | 3.2 | -2.1 | 0.5 | 1.7 | 16.7 | -1.9 | -2.0 | 1.2 | 0.4 | -6.2 |
| COc1ccc(/C(O)=C/C(=O)C(=O)Nc2c(C)n(C)n(-c3ccccc3)c2=O)cc1 | 1.5 | -1.5 | -1.9 | 36.3 | -53.0 | 5.8 | 12.9 | 11.5 | 3.3 | -19.2 |
| COC(=O)CCNC(=O)c1ccc2nc(Cc3ccc(OC)cc3)oc2c1 | 1.0 | 0.9 | -1.7 | -60.5 | -9.8 | 7.9 | -48.2 | -1.6 | -4.2 | -12.5 |
| Cc1ccc(P(=O)(CC(=O)O)c2ccc(C)cc2)cc1 | 0.4 | 0.8 | -5.4 | -0.1 | 19.8 | -3.1 | 0.4 | -1.3 | -0.7 | 1.8 |

(continued)
SMILES	Dyrk1A ADPGlo	IEC-6 cytotox	GSK3beta inhib	HSF-1 act	aSyn UTR inh	HSP90 refold inh	HSF1 inhib	GSK3 alpha inh	Platelet DG rel	KLF5 inhibitor
Cc1ccc(CSCC(=O)NCc2ccc(F)cc2)cc1	-0.3	2.0	-0.3	-36.9	-0.5	-0.8	-25.7	0.2	-16.0	-8.0
CN(Cc1ccccc1)S(=O)(=O)c1cccc2nsnc12	-1.4	1.7	-2.3	4.2	-6.3	-1.5	0.4	1.6	-3.6	-23.1
Cc1ccc(-c2noc(-c3ccccc3C(=O)N3CCOCC3)n2)cc1	-0.3	-0.2	-0.3	1.7	-7.4	-0.7	1.4	0.8	6.4	-28.7
CCOC(=O)c1nnn(-c2nonc2N)c1CSc1ccc(C)cc1	0.0	-0.6	-18.7	/	/	-1.0	/	24.2	/	-13.4
CCN(CCn1cccn1)C(=O)c1cc(COc2c(F)cccc2F)on1	8.9	-6.5	-1.4	/	10.1	2.1	/	-1.1	-6.2	12.6
COc1ccc(-c2nc3ncccc3n2O)cc1	6.0	5.9	-0.3	11.9	-39.4	10.9	1.8	1.8	3.9	-17.1
O=C(c1c[nH]c2ccccc2c1=O)N1CCCCCC1	-1.8	-8.9	-1.0	-15.5	3.2	-0.8	-5.7	-0.6	2.5	-8.2
COc1ccc(C2c3[nH]c4ccccc4c3C[C@H]3C(=O)N(C4CCN(Cc5ccccc5)CC4)CC(=O)N23)c(OC)c1 (stereo partly specified)	1.6	8.0	0.2	-9.9	12.5	4.8	-2.6	-2.2	-2.8	-4.1
N#CC1(c2ccccc2)CCCN1C(=O)c1ccco1 (stereo unspecified)	0.5	2.8	0.7	-19.0	2.6	1.2	-2.1	5.2	/	-13.8
COc1ccc(OC)c(CNn2c(-c3ccccc3F)nc3ccccc3c2=O)c1	9.3	-2.2	-3.7	-8.3	16.9	-2.2	-6.5	-40.7	5.6	-12.0
COc1ccccc1N1CC(C(=O)Nc2cccc(C(=O)O)c2)CC1=O (stereo unspecified)	-2.7	1.1	-0.7	-11.6	1.3	2.5	-12.9	1.0	-7.3	11.5
CCn1cc(CNCc2ccc(OCC(O)CN(C)Cc3ccccc3)cc2)cn1 (stereo unspecified)	24.3	-1.7	6.5	13.9	-35.6	2.4	-7.3	5.0	2.2	-15.6
CC(C)NC(=O)C1(S(=O)(=O)c2ccccc2)CC=CC1	2.7	3.5	1.5	-3.0	-18.9	0.1	-1.8	-1.0	-1.8	-0.5
CCOC(=O)c1c(CN(C)C)n(-c2ccc(C)cc2)c2cc(Br)c(O)cc12	3.8	-3.8	-7.2	9.0	21.7	5.3	1.2	1.4	-0.8	-18.4
O=C(O/N=C1/CCSc2ccccc21)c1ccccc1	2.2	3.2	0.8	5.9	13.7	-3.7	1.5	-0.9	3.6	-27.2
Cc1nn2c(C)c(C(=O)Nc3ccccc3)cnc2c1-c1ccccc1	0.8	6.1	1.2	9.8	0.5	3.9	4.3	-4.4	10.1	9.7
COCCNC(=O)NC(=O)COC(=O)c1cc([N+](=O)[O-])ccc1Sc1nc(C)cs1	-7.1	-3.9	3.6	12.9	-14.0	3.5	10.3	-1.3	15.4	-5.9
O=C(Nc1cccnc1Cl)C1CCCN(c2ncnc3c2nc2n3CCCCC2)C1 (stereo unspecified)	5.4	-8.2	1.7	-8.1	1.3	3.2	6.7	/	-7.7	-24.8
CC(Sc1nnc2c(n1)C1(C)CCC2C1(C)C)C(=O)Nc1ccccc1 (stereo unspecified)	3.0	-4.1	0.2	8.9	1.7	1.3	-6.2	-0.6	1.7	-12.1
CC(=O)N1CCN(c2ncnc3sc(-c4ccccc4)cc23)CC1	36.1	2.3	-2.3	-9.6	-5.4	0.4	-1.0	11.7	-7.8	-5.0
Cc1nn(-c2ccccc2)c(C)c1/C=N/NC(=O)c1ccc(F)cc1	-2.6	/	2.0	3.2	-13.6	/	5.2	-1.7	-4.0	/
CC(C)c1ccccc1NC(=O)COC(=O)/C=C/c1cccc([N+](=O)[O-])c1	-6.6	0.4	-0.4	12.2	-20.2	-4.3	9.5	-0.8	-1.8	6.2
Cc1ccc(CC(=O)NCC(c2ccco2)N(C)C)cc1C (stereo unspecified)	-0.4	-3.0	3.8	9.2	-9.5	-1.3	1.9	-0.7	-1.7	-4.9
Cc1[nH]c2ccccc2c1C(=O)CNc1nccs1	3.1	0.5	2.4	26.2	-3.1	0.4	3.1	1.7	3.9	-9.7
COC(=O)c1ccc(-c2ccco2)n1Cc1cc(C)ccc1C	-2.2	-2.9	1.1	0.8	15.9	0.0	11.3	-11.5	-0.5	-25.3
Cc1nc(-c2ccccc2)sc1C(=O)O	6.1	-1.9	-1.4	8.6	-24.6	2.2	5.9	0.2	3.2	-6.9
Cc1nc(N)[nH]c(=O)c1CCC(=O)OCC(C)C	-2.6	4.6	0.8	3.2	-0.8	0.0	-0.1	-0.8	-1.3	-5.2
Cc1occc1-c1n[nH]c(=S)n1C	-1.5	6.4	2.5	-1.3	1.8	-1.4	-2.4	2.2	4.2	19.6
